pAkt inh – inhibitors of Akt phosphorylation. Neuro2A IGF-stimulated pAkt S473 HTRF, 20 min; stronger effect = lower value. AID 651550. activity change, % for hits at 50 µM. 360,000 compounds, 0.32% hits; in the data active means activity change below about -80%; inconclusive means mostly about -51% to -80%; further: on the % scale 0 is the no-effect control and ±100 the full control effect
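Neuro2A cells (4,500/well, DMEM with 0.5% FBS) were treated with compound at a single 50 µM final concentration, stimulated with 6 nM IGF for 20 min at 37 °C, and lysed. Phospho-Akt Ser473 was read by HTRF as 665/615 ratio ×10^4.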
EPAC2 ag – EPAC2 (human) agonism. Q8WZA2. EPAC2 activation, biochemical qHTS; response scale: 100% = 6.5 mM cAMP response. Potency, µM (series often up to 154 µM), inactives show at the highest dose activation, usual class: activators. 360,000 compounds, 0.079% hits. AID 720711; further: potency means the concentration at half of the fitted maximal effect; nearly all actives have a fitted effect of over 50% in size
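qHTS, titration series. 100 nM EPAC2 / 250 nM Rap1B-BODIPY-GDP / 50 uM GDP; RT; ex 480/em 540 nm, 5-min reads to 30 min. Norm. to 6.5 mM cAMP = activation.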
CCT modulator – changes cytosolic chaperonin activity. 360,000 compounds, 0.3% hits. activity change, % (test concentration not listed), hits read low. AID 651819. purified chaperonin ATPase assay, HTRF ADP detection, 30 min; in the data active means activity change below about -30%; further: on the % scale 0 is the no-effect control and ±100 the full control effect
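We incubate TRiC, 40 or 20 nM final, with library compounds at 76 uM and 10 uM ATP for 30 min at 37 °C. ADP formed is detected with Transcreener HTRF reagents after 30 min at room temperature.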
DRD3 antagonist – D3 dopamine receptor (human) antagonism; max response, negative = inhibition, %; 360,000 compounds, 2.5% hits; D3R cells, DiscoveRx beta-arrestin luminescence, antagonist mode; stronger effect = lower value; P35462; in the data active means max response below about -50%; inconclusive means no clear call, values can overlap the other calls; further: on the % scale 0 is the no-effect control and ±100 the full control effect; mostly tested at two doses, the higher about 12 µM
Target sequence (P35462 whole entry, looked up): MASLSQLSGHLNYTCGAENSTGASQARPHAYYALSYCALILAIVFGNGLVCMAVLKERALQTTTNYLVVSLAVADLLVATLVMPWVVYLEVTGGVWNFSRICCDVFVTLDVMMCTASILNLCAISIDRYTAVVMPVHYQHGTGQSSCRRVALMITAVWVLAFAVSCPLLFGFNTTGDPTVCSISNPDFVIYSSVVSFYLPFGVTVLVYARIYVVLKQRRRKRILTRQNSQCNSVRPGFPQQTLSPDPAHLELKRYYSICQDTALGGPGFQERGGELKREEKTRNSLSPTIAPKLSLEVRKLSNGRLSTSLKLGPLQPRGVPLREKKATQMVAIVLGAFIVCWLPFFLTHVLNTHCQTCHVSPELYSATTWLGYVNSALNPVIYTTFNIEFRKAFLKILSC
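Cells expressing the human receptor were seeded at 1500 cells/well, incubated overnight at 37 degrees C in 5% CO2, then exposed to library compounds with dopamine controls for 90 minutes at 37 degrees C before luminescent detection.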
MmCpn inh – M. maripaludis TRiC chaperonin inhibition. Potency, µM (titrated, usually from 76.9 µM), without a hit: at the highest dose activity, negative = inhibition, hits mostly inhibitors. 330,000 compounds, 0.031% hits. AID 504842. purified Mm-Cpn ATPase, ADP Transcreener TR-FRET; further: potency means the concentration at half of the fitted maximal effect; on the % scale 0 is the no-effect control and ±100 the full control effect; nearly all actives have a fitted effect of over 80% in size
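Reaction buffer contained 30 mM Tris pH 7.4, 100 mM KCl, 5 mM MgCl2 and 1 mM DTT. Mm-CPN (25 nM final) hydrolysed 10 uM ATP over 30 min at 37°C; ADP was read by HTRF.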
PTHR1 agonist – agonists of human PTHR1 parathyroid hormone receptor. Q03431. HEK293 GP2 PTHR1 cells, GloSensor cAMP luminescence, 1 h. Potency, µM (top dose mostly 115 µM), for inactives: at the top dose activation, usual class: activators. 410,000 compounds, 0.075% hits; further: potency means the concentration at half of the fitted maximal effect; nearly all actives have a fitted effect of over 55% in size; some results filed as inactive show a strong effect at the top dose; inactives centre near -15; many of its hits are not listed in these tables
Target sequence (Q03431 whole entry, looked up): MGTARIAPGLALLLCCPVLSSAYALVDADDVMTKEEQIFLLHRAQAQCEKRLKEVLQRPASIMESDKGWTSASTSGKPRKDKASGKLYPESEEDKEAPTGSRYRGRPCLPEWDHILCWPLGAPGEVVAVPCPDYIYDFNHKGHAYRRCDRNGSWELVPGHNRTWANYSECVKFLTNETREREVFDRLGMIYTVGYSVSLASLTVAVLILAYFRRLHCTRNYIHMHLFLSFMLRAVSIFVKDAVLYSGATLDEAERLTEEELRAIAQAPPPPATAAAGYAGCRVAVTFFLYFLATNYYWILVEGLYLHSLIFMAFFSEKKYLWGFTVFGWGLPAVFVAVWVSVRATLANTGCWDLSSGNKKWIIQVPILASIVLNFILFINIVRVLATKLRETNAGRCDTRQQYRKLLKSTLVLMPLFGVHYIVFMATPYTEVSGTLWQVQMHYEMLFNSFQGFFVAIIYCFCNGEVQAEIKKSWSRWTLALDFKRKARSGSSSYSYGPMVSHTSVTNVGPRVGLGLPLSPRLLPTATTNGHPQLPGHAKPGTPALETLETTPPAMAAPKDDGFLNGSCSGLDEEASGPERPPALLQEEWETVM
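HEK-293-derived GP2 cells expressing PTHR1 and a GloSensor cAMP reporter, 3,000/well, plated overnight, given luciferin plus IBMX (each 0.5 mM as added) for 1 h at 37 °C, then compound for 1 h at 37 °C. Luminescence was read after 15 min at room temperature.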
D3 ag – activates the human D3 dopamine receptor; AID 652048; max activation, %; P35462; 410,000 compounds, 0.58% hits; D3R DiscoveRx beta-arrestin cells, luminescence, 90 min; in the data active means max activation above about 30%; further: 0% is about no effect; mostly tested at two doses, the higher about 12 µM
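Cells at 1500/well, incubated overnight, then treated with pinned compounds (dopamine as control) for 90 min at 37 degrees C. DiscoveRx reagent added for 30 - 60 minutes at room temperature; luminescence read.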
EPAC2 antag – antagonists of human EPAC2 | Q8WZA2 | EPAC2 GEF exchange of Rap1B-BODIPY-GDP, fluorescence | Potency, µM (top dose mostly 114 µM), for inactives: at the highest dose activity, negative = inhibition, actives largely listed as inhibitors | 360,000 compounds, 0.18% hits | AID 720708; further: potency means the concentration at half of the fitted maximal effect; on the % scale 0 is the no-effect control and ±100 the full control effect; nearly all actives have a fitted effect of over 45% in size; many of its hits are not listed in these tables
* = called active by the depositor; i = inactive; ? = inconclusive; / = not tested or not shown; [ ] = dose if it differs, or a comment. Unless noted, the call rests on the fitted dose curve; in most records, active means well fitted curve in the direction sought with a large enough effect; inconclusive means small, poorly fitted or top-dose-only effect, or another doubt; inactive means no such curve, though single readings can be large; an effect the other way counts as inactive or inconclusive. Only part of the results is shown. The share of hits here may be higher or lower than overall.

SMILES	pAkt inh	EPAC2 ag	CCT modulator	DRD3 antagonist	MmCpn inh	PTHR1 agonist	D3 ag	EPAC2 antag
COc1ccc(/C(O)=C2\C(=O)C(=O)N(CCN3CCOCC3)C2c2ccccc2OC)cc1 (configuration not stated)	i	-4%	-1.3	-13	2%	i	-7	-3%
CCOC(=O)c1ccc(CNC(=O)CSc2nc(NC(=O)c3ccccc3)c3c(C)c(C)oc3n2)cc1	i	-4%	0.1	18	1%	-14%	23	2%
Cn1c(CNC(=O)CCNC(=O)c2cccc(F)c2)cc(=O)n(C)c1=O	i	4%	-4.1	-15	1%	i	-1	5%
Cc1ccc(S(=O)(=O)N(CCC(=O)N2CCOCC2)c2ccccc2)cc1	i	9%	1.3	20	-4%	i	4	16%
COc1ccc(-c2cc(=O)oc3cc(OCC(=O)NCCN4CCOCC4)ccc23)cc1	i	-2%	-0.9	4	1%	i	4	-19%
CCC(C(=O)NCCCN1CCN(C)CC1)n1nc(C)n2c(cc3occc32)c1=O (configuration not stated)	i	-5%	-6.5	-8	0%	i	1	3%
CCN1CCN(S(=O)(=O)c2ccc(Cl)c(C(=O)N(CCc3ccccc3)Cc3ccccc3)c2)CC1	i	8%	0.1	-10	/	-15%	-6	-13%
Cn1c(SCC(=O)N2CCOCC2)nnc1-c1ccncc1	i	7%	1.1	0	0%	-10%	4	-2%
CCOC(=O)N1CCN(C(=O)C(=O)Nc2sc3c(c2C(=O)O)CC(C)(C)OC3)CC1	i	0%	1.4	54	0%	i	2	9%
Cc1c(-c2nc(-c3ccc(C(C)(C)C)cc3)no2)n(C)oc1=O	i	4%	-1.3	23	1%	-16%	-9	-3%
COc1cc(C2c3[nH]c4ccccc4c3CCN2Cc2cn(C)nc2C)ccc1F (configuration not stated)	i	4%	-0.7	4	-6%	i	0	-8%
CC1(Cc2cc(Cl)ccc2C(F)(F)F)C(=O)Nc2ccc(-c3ccc(F)c(Cl)c3)cc21 (configuration not stated)	i	-2%	1.3	11	/	i	6	-2%
COc1cccc(N(C(=O)Cn2nnc(-c3cccs3)n2)C(C(=O)NC(C)C)c2ccc(C)o2)c1 (configuration not stated)	i	-9%	-9.5	14	1%	20%[57.5 µM]	-3	4%
CCOc1ccc(/C=C2\SC(=S)N(C(C(=O)O)c3ccccc3)C2=O)cc1OC (configuration not stated)	i	-7%	0.8	23	-1%	i	-3	-20%
S=C(NCCN1CCOCC1)Nc1ccc(Cl)cc1Cl	i	-4%	-1.8	17	2%	i	1	3%

Reformatted field by field: entries from further up.
> COc1cccc(N(C(=O)Cn2nnc(-c3cccs3)n2)C(C(=O)NC(C)C)c2ccc(C)o2)c1 (configuration not stated)
  pAkt inh: i; EPAC2 ag: -9%; CCT modulator: -9.5; DRD3 antagonist: 14; MmCpn inh: 1%; PTHR1 agonist: 20%[57.5 µM]; D3 ag: -3; EPAC2 antag: 4%

> Cn1c(CNC(=O)CCNC(=O)c2cccc(F)c2)cc(=O)n(C)c1=O
  pAkt inh: i; EPAC2 ag: 4%; CCT modulator: -4.1; DRD3 antagonist: -15; MmCpn inh: 1%; PTHR1 agonist: i; D3 ag: -1; EPAC2 antag: 5%

> S=C(NCCN1CCOCC1)Nc1ccc(Cl)cc1Cl
  pAkt inh: i; EPAC2 ag: -4%; CCT modulator: -1.8; DRD3 antagonist: 17; MmCpn inh: 2%; PTHR1 agonist: i; D3 ag: 1; EPAC2 antag: 3%

> Cc1ccc(S(=O)(=O)N(CCC(=O)N2CCOCC2)c2ccccc2)cc1
  pAkt inh: i; EPAC2 ag: 9%; CCT modulator: 1.3; DRD3 antagonist: 20; MmCpn inh: -4%; PTHR1 agonist: i; D3 ag: 4; EPAC2 antag: 16%

The results go on.
SMILES	pAkt inh	EPAC2 ag	CCT modulator	DRD3 antagonist	MmCpn inh	PTHR1 agonist	D3 ag	EPAC2 antag
CN1CCC(N(C)S(=O)(=O)c2ccc(NC(=O)COc3ccc(F)cc3)cc2)CC1	i	0%	-2.0	-21	1%	i	-18	-2%
CCC(OC(=O)c1nsc(Cl)c1Cl)C(=O)NC(C)(C)C (configuration not stated)	i	7%	-1.5	-5	-7%	1%	0	-7%
CS(=O)(=O)N1Cc2ccccc2CC1C(=O)OCC(=O)NCc1ccccc1 (configuration not stated)	i	2%	-0.5	2	-1%	-22%	0	-1%
Cc1cc(=S)[nH]c(=S)[nH]1	i	2%	-0.9	?	-7%	-24%	1	-1%
Cc1cccc(C(=O)NCC(=O)NC2CCC(C)CC2)c1 (configuration not stated)	i	1%	1.3	1	0%	i	-12	19%
Cc1nc(C(C)N(C)Cc2nc(Cc3ccccc3F)no2)c(C)s1 (configuration not stated)	i	-9%	0.0	-5	0%	i	5	-11%
CCSc1nnc(COc2ccccc2)n1CC	i	11%	-0.5	2	-1%	-8%	5	-1%
CCOC(=O)C1=CC[C@H]2c3c(c4ccccc4n3C)C(=O)C1N2S(=O)(=O)c1ccc(C)cc1	i	8%	-1.3	-5	-6%	-6%	-1	1%
CCc1cccc(NS(=O)(=O)c2c(C)n[nH]c2C)c1	i	2%	-0.2	10	-3%	-12%	2	-1%
CCOc1ccccc1NC=C1C(=O)OC2(CCCCC2)OC1=O	i	13%	-38*	8	2%	i	9	0%
O=C1NC(=Nc2ccc(F)cc2)SC1Cc1ccc(F)cc1 (configuration not stated)	i	-4%	1.8	3	-2%	-14%	-8	-6%
C[C@H](CO)N1C[C@H](C)[C@@H](CN(C)Cc2ccc(F)cc2)Oc2ncc(Br)cc2C1=O	i	6%	-1.5	26	/	-24%	-8	-17%
COc1ccc(-c2nn(CC(=O)NCCc3ccccc3)c(=S)n2C)cc1	i	-2%	-1.5	9	0%	i	-7	3%
O=C(Nc1ccc(NC(=O)c2ccccc2Cl)cc1)c1cccnc1	i	7%	1.3	-2	0%	-10%	2	11%
CC(=O)Nc1cccc(Oc2ccc([N+](=O)[O-])cc2Cl)c1	i	8%	-3.7	-14	2%	i	-2	4%
Cc1ccc(CN(Cc2ccco2)C(=S)Nc2ccccc2C)cc1	i	-3%	-0.4	2	0%	i	-6	9%
CCCCNC(=O)O/N=C(\N)CS(=O)(=O)C(C)(C)C	i	0%	1.7	16	0%	i	2	-15%
COc1ccc(N2C(=O)CC(Nc3ccc(C(=O)O)cc3)C2=O)cc1OC (configuration not stated)	i	0%	-0.6	-3	0%	1%	3	-11%
O=C(N/N=C/c1cn[nH]c1-c1ccccc1)c1ccco1	i	8%	-20	-17	1%	i	-4	-11%
CCOc1ccc(-c2nc(C#N)c(N3CCN(CC)CC3)o2)cc1	i	-7%	-1.5	?	-1%	-5%[57.5 µM]	-2	-2%
CC(C)C[C@@H](CN)NC(=O)c1nc[nH]c1C(=O)N[C@@H](C)C(=O)CNC[C@H](C)NC(=O)c1nc[nH]c1C(=O)N[C@@H](Cc1ccccc1)C(=O)O	i	4%	-1.1	-24	/	-7%	-17	-22%
COc1ccc(C2CC(c3ccccc3)=NN2C(=O)COC(=O)c2cc(S(=O)(=O)N3CCOCC3)ccc2Cl)cc1 (configuration not stated)	i	9%	-16	-16	-18%	-4%	1	0%
Cc1cc(C(C)(C)C)ccc1OCCCCN1CCCC1	i	3%	-0.6	-11	0%	-19%	-15	7%
CC(=O)/C=C1/C(=O)Nc2ccccc21	i	12%	-0.9	-21	0%	-26%	-19	11%
CC(C)c1ccc(O)c(C(=O)c2cnn(-c3ccccc3)c2)c1	i	6%	2.0	13	/	-36%[inhibitor]	5	-8%
CC(O)c1nc2ccccc2n1CCCCOc1ccccc1 (configuration not stated)	i	0%	0.4	-3	2%	-6%	7	-7%
CCn1c(SCC(=O)NC2CC2)nnc1-c1ccccc1OC	i	6%	0.6	1	-2%	i	1	8%
CCNC(=O)Cc1ccc(S(=O)(=O)N2CCOCC2)s1	i	7%	0.1	4	0%	i	2	3%
COc1cccc2cc(C(=O)NC3CC4CCC3C4)oc12 (configuration not stated)	i	7%	0.8	-11	-1%	-33%	-11	-4%
O=c1cc(Cl)c2ccccc2n1-c1ccccc1	i	3%	-2.3	0	-24%	-1%	5	-10%
CC12CCC(=O)N1C(C(=O)N1CCN(S(=O)(=O)c3ccc(F)c(F)c3)CC1)CS2 (configuration not stated)	i	6%	-0.2	1	2%	i	9	1%
O=C(O)c1cc(S(=O)(=O)O)cc(Nc2c3ccccc3nc3ccccc23)c1O	i	5%	0.7	-24	-4%	-11%	0	-12%
CCOc1ccc(NC(=O)CN(C)CC(=O)Nc2cccc(Cl)c2C)cc1OCC	i	-6%	-0.5	14	1%	0%	0	-2%
Cc1cc(C)n2nc(C)c(-c3ccccc3)c2n1	i	1%	0.2	8	/	i	-3	3%
CCOc1ccc(C(=O)Nc2ccc(N3CCN(C(C)=O)CC3)cc2)cc1[N+](=O)[O-]	i	0%	-1.2	-7	-9%[15.4 µM]	-55%[inhibitor]	0	-9%
c1ccc(Cn2c(Sc3nnnn3-c3ccccc3)nnc2-c2ccccc2)cc1	i	9%	-4.0	-21	0%	-14%[57.5 µM]	-16	-3%
COc1ccc(C(=O)COC(=O)CNC(=O)C2CCCCC2)c(OC)c1	/	-6%[15.6 µM]	1.2	18	-2%	-10%[57.5 µM]	7	3%
O=C1Nc2ccc(F)cc2C12SCCS2	i	8%	-1.4	-13	-3%	i	-15	-2%
NC(=NCc1ccco1)NC(=O)c1ccc(Cl)cc1	i	3%	-1.8	-2	1%	-10%	-7	-11%
Cc1nc(Sc2ccc(Br)cc2)c(C#N)c(C)c1[N+](=O)[O-]	i	17%	-3.0	-13	-1%	-22%	-10	-1%
CCN(CC(N)=O)S(=O)(=O)c1ccc(F)cc1	i	1%	-0.2	17	2%	i	4	-7%
CCC1CCC2(CC1)NC(=O)N(CC(=O)c1c(C)[nH]c3ccccc13)C2=O (configuration not stated)	i	-4%	-3.5	8	-1%	-32%[inhibitor]	3	-29%
O=S(=O)(NCc1cccnc1)c1ccc(Br)s1	i	3%	-0.8	16	0%	i	0	2%
Oc1oc(-c2ccccc2Br)nc1C=Nc1ccc(Br)cn1	i	5%	-3.1	-15	-2%	i	-7	2%
CCC1CCCCN1CCN1C(=O)C2C(C(=O)Nc3ccc(OC)cc3)C3C=CC2(O3)C1C(=O)NC1CCCCC1 (configuration not stated)	i	3%	1.2	-13	-3%	i	-2	-3%
CCn1c(Sc2nc(C)nc3scc(-c4cccs4)c23)n[nH]c1=O	i	-3%	-3.3	6	2%	i	3	3%
CC1=C(C#N)CCC(=O)N1Cc1ccc(C)cc1	i	0%	-1.9	-28	-7%	i	1	9%
O=C(Nc1ccc(Cl)cn1)c1cccc(F)c1	i	-8%	-0.2	15	1%	i	1	10%
